CHX counter: counter-screen hit for Shiga toxin inhibitors, cycloheximide; cell reporter, cycloheximide protein synthesis inhibition counterscreen; max response, %; 300,000 compounds, 12% hits; in the data active = max response mostly above about 13%, no sharp cut-off; inactive = mostly below about 14%; also: read at 38.3 µM for the half of the compounds with a filed dose; 0% is about no effect
AMA1 RON2 block: AMA1-RON2 (P. falciparum) interaction inhibition. AlphaScreen AMA1-biotinylated RON2 peptide binding. 360,000 compounds, 0.2% hits. Potency, µM (top dose mostly 58.2 µM), for the others: top-dose activity change, negative = inhibition, usual class: inhibitors;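 also: potency is read from the fitted curve at half-maximal effect; 0% = vehicle wells and -100% = peptide control; nearly all actives have a fitted effect of over 45% in size; some results filed as inactive show a strong effect at the top dose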
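AMA1 (3D7) with his tag at 25 nM final met compounds first, then biotinylated RON2 peptide at 25 nM; detection used donor plus acceptor beads, 10 µg/mL apiece, read by AlphaScreen after 30 min at room temperature.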
Shiga inhibitor: Shiga toxin inhibition; 290,000 compounds, 9.2% hits; inhibition, % at 38.7 µM; Vero cells, Shiga toxin protein synthesis inhibition reporter; in the data active = inhibition mostly above about 28%, no sharp cut-off; inactive = mostly below about 43%; also: 0% is about no effect
LmPK inh: LmPK (Leishmania mexicana) enzyme inhibition | Q27686 | 290,000 compounds, 0.37% hits | Potency, µM (top dose mostly 57.5 µM), inactives show at the highest dose activity change, negative = inhibition, most hits filed as inhibitors | AID 1721 | purified LmPK, Kinase-Glo ATP luminescence, 1 h; also: potency is read from the fitted curve at half-maximal effect; % is scaled to controls: 0 for no effect and ±100 for the full control effect
Target sequence (Q27686 whole entry, looked up): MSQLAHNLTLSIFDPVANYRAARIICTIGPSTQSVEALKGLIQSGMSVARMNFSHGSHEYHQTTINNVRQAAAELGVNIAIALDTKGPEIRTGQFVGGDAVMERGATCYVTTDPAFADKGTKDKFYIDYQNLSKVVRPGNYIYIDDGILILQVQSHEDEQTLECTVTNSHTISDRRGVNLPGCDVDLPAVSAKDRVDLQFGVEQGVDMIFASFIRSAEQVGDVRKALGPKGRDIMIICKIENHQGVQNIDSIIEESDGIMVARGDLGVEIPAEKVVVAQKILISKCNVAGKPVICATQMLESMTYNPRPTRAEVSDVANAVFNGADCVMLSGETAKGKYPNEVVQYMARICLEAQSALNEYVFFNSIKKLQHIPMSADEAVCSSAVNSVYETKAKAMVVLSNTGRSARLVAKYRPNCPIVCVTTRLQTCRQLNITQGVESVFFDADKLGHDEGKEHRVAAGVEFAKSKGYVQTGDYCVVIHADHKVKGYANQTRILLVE
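Purified LmPK (0.1 nM) converted ADP (0.1 mM) to ATP with PEP (0.5 mM) in imidazole buffer pH 7.2 with KCl and MgCl2, 1 h at room temperature. ATP was read by Kinase-Glo luminescence; data normalized to uninhibited and no-enzyme controls.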
Pf growth 96h: P. falciparum growth inhibition at 96 hour, primary screen for plastid delayed-death inhibitors. P. falciparum luciferase reporter growth, 96 h. Potency, µM (series often up to 28.7 µM), for inactives: at the highest dose activity change, negative = inhibition, usual class: inhibitors. 320,000 compounds, 6.9% hits. AID 504834; also: potency is read from the fitted curve at half-maximal effect; % is scaled to controls: 0 for no effect and ±100 for the full control effect
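Cell-based qHTS: luciferase-tagged P. falciparum in erythrocytes (2% hematocrit, 0.05% parasitemia final) incubated with compounds for 96 hours, 37 C, 5% CO2; luciferase detection reagent then added and luminescence measured.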
TbPYK inhibitor: blocks Trypanosoma brucei pyruvate kinase | Q57TT1 | TbPYK enzyme, Kinase-Glo Plus ATP luminescence, 45 min | Potency, µM (series often up to 76.8 µM), without a hit: at the top dose activity, negative = inhibition, actives largely listed as inhibitors | 410,000 compounds, 0.12% hits; also: potency is read from the fitted curve at half-maximal effect; % is scaled to controls: 0 for no effect and ±100 for the full control effect; nearly all actives have a fitted effect of over 50% in size
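Readout: single end-point luminescence (Kinase-Glo Plus, 10 min). Reaction conditions were TbPYK/substrate plus 130 uM ADP, 45 min at RT, pH 7.2 TEA buffer. No-enzyme wells served as controls, and data were normalized before concentration-response fitting.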
Pf growth 48h: P. falciparum growth inhibition at 48 hours (one generation) | 310,000 compounds, 5.9% hits | P. falciparum luciferase growth in erythrocytes, 48 h | Potency, µM (titrated, usually from 28.7 µM), without a hit: top-dose activity change, negative = inhibition, actives largely listed as inhibitors | AID 504832; also: potency is read from the fitted curve at half-maximal effect; % is scaled to controls: 0 for no effect and ±100 for the full control effect
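Luciferase-expressing P. falciparum in infected erythrocytes (2% hematocrit, 0.1% parasitemia final) in RPMI 1640/0.5% Albumax were exposed to compound for 48 hours at 37 C, 5% CO2; growth read as luminescence.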
* marks the source's active call; other numbers are inactive results; ? = inconclusive; . = not tested or not shown; & = joins results of further samples; [ ] = remark or other dose. Unless noted, calls follow the shape of the dose curve; as a rule, active = well fitted curve in the direction sought with a large enough effect; inconclusive = small, poorly fitted or top-dose-only effect, or another doubt; inactive = no such curve, though single readings can be large; an effect the other way counts as inactive or inconclusive. Rows were taken by chance. About 21% of those tested had a hit in this group.

Compound	Shiga inhibitor	AMA1 RON2 block	Pf growth 96h	CHX counter	Pf growth 48h	LmPK inh	TbPYK inhibitor
CCOn1c(=O)c(-c2cccc([N+](=O)[O-])c2)[n+]([O-])c2ccccc21	-3	0%	61%[activator]	-3	5%	-3%	-4%
O=S(=O)(NC1CC1)c1ccc(S(=O)(=O)N2CCc3ccccc32)cc1	-7	12%	.	-2	-17%	3%	1%
CCn1ncc([N+](=O)[O-])c1C(=O)N1CCc2ccccc2C1	4	7%	23%	-2	9%	-3%	-5%
COc1ccc(NC(=O)CN(C)S(=O)(=O)c2ccccc2)cc1OC	15	-1%	151%[activator]	-2	-6%	-3%	-1%
Cc1ccc(CC(=O)N(C)CC(=O)N(CC(C)C)c2c(N)n(CC(C)C)c(=O)[nH]c2=O)cc1C	.	7%	?	.	?	.	-5%
CC(C)(C)C(=O)C[n+]1cccc(C(N)=O)c1	-4	0%	-27%	-8	30%	0%	-15%
O=C(N/C(=C\c1ccc([N+](=O)[O-])cc1)C(=O)N1CCCCC1)c1ccco1	-19	4%	147%[activator]	-1	2%	-8%	0%
OCn1c2ccccc2c2ccccc21	-3	23%	126%[activator]	-4	14%	1%	-13%
N#Cc1cc2c(nc1Cl)CCC2	-1	6%	14%	-2	0%	-2%	3%
O=C(CSc1ccc(-c2ccccc2)nn1)Nc1ccc2c(c1)OCCO2	74*	-25%	98%[activator]	79*	79%[activator]	-1%	3%
CCCNc1nc(C)c(C(C)=O)cc1C#N	-10	3%	.	0	5%	-8%	0%
CC1(C)CC(=O)C2=C(C1)N=C1SCCC(=O)N1C2c1cccc([N+](=O)[O-])c1 (configuration not stated)	8	-2%	-17%	-9	268%[activator]	-3%	-1%
Cc1ccc(OC(=O)CCc2c(C)nc3ncnn3c2C)cc1	-8	-1%	-25%	-1	22%	0%	7%
Cc1ccc(NS(=O)(=O)c2ccc(CCC(=O)NCc3cccnc3)cc2)cc1	-7	9%	15%	1	-20%	1%	-22%
CCc1ccc(CN(C(=O)c2ccco2)C2CCS(=O)(=O)C2)cc1 (configuration not stated)	-12	-5%	0%	-3	-22%	6%	-9%
Cc1ccc(-c2onc3ccc(C4OCCO4)cc23)cc1	71*	1%	?	14*	319%[activator]	13%	0%
O=c1[nH]c(=O)n(-c2ccccc2Cl)c(O)c1C=NCCN1CCCCC1	-6	35%[activator]	7%	3	-9%	0%	-7%
O=C(CCCSc1nc2ccccc2[nH]1)NC(c1ccccc1)c1ccccc1	-7	0%	?	-1	?	0%	2%
COc1ccc(CN2CCN(C(C)C(=O)N3CCc4ccccc43)CC2)cc1OC (configuration not stated)	-8	-5%	?	-4	?	7%	-1%
c1ccc2c(c1)nc1n2CCS1	-2	0%	.	2	13%	2%	-8%

Among those listed so far, four have four or more nitrogen atoms:
Compound	Shiga inhibitor	AMA1 RON2 block	Pf growth 96h	CHX counter	Pf growth 48h	LmPK inh	TbPYK inhibitor
CCn1ncc([N+](=O)[O-])c1C(=O)N1CCc2ccccc2C1	4	7%	23%	-2	9%	-3%	-5%
Cc1ccc(CC(=O)N(C)CC(=O)N(CC(C)C)c2c(N)n(CC(C)C)c(=O)[nH]c2=O)cc1C	.	7%	?	.	?	.	-5%
Cc1ccc(OC(=O)CCc2c(C)nc3ncnn3c2C)cc1	-8	-1%	-25%	-1	22%	0%	7%
O=c1[nH]c(=O)n(-c2ccccc2Cl)c(O)c1C=NCCN1CCCCC1	-6	35%[activator]	7%	3	-9%	0%	-7%

(cont.)
Compound	Shiga inhibitor	AMA1 RON2 block	Pf growth 96h	CHX counter	Pf growth 48h	LmPK inh	TbPYK inhibitor
CC(C)C1(C(C)C)OC(=O)c2ccccc21	-5	-2%	11%	-3	2%	-5%	-15%
O=C(O)C1=C(C(=O)Nc2ccc(F)c(Cl)c2)CCCC1	-6	9%	-1%	7	4%	2%	2%
c1csc(-c2cnc3n2CCCC3)c1	13	-9%	?	-3	-11%	0%	-1%
CC1CC(N(C(=O)c2ccccc2Cl)c2ccccc2)c2ccccc2N1 (configuration not stated)	-10	-5%	12µM*	-4	?	6%	-1%
O=C(Oc1ccc([N+](=O)[O-])cc1)N1CCC(N2CCCCC2)CC1	-8	-8%	?	-2	26%	7%	-1%
Cc1cccc(NS(=O)(=O)Cc2ccccc2)c1C	.	2%	-4%	7	14%	0%	-6%
CC(C)c1ccc(CCNC(=O)CCNS(=O)(=O)c2ccc(Br)cc2)cc1	.	39%[activator]	?	.	-16%	.	-9%
O=C1c2c(O)cc(O)cc2O[C@H](c2ccc(O)c(O)c2)[C@@H]1O	-9	.	.	-3	.	-17%	.
COCCNC(=O)CC(NS(=O)(=O)c1ccc(C)cc1)c1ccco1 (configuration not stated)	-13	3%	14%	4	?	8%	0%
CCC(C)(C)NC(=O)C(c1cccnc1)N(CCOC)C(=O)Cn1nnc2ccccc21 (configuration not stated)	-22	34%[activator]	?	16	8%	1%	2%

Part of the list above, field by field:
CC1CC(N(C(=O)c2ccccc2Cl)c2ccccc2)c2ccccc2N1 (configuration not stated)
  Shiga inhibitor: -10 | AMA1 RON2 block: -5% | Pf growth 96h: 12µM* | CHX counter: -4 | Pf growth 48h: ? | LmPK inh: 6% | TbPYK inhibitor: -1%
O=C(Oc1ccc([N+](=O)[O-])cc1)N1CCC(N2CCCCC2)CC1
  Shiga inhibitor: -8 | AMA1 RON2 block: -8% | Pf growth 96h: ? | CHX counter: -2 | Pf growth 48h: 26% | LmPK inh: 7% | TbPYK inhibitor: -1%
Cc1cccc(NS(=O)(=O)Cc2ccccc2)c1C
  Shiga inhibitor: . | AMA1 RON2 block: 2% | Pf growth 96h: -4% | CHX counter: 7 | Pf growth 48h: 14% | LmPK inh: 0% | TbPYK inhibitor: -6%
CC(C)c1ccc(CCNC(=O)CCNS(=O)(=O)c2ccc(Br)cc2)cc1
  Shiga inhibitor: . | AMA1 RON2 block: 39%[activator] | Pf growth 96h: ? | CHX counter: . | Pf growth 48h: -16% | LmPK inh: . | TbPYK inhibitor: -9%

New compounds follow.
Compound	Shiga inhibitor	AMA1 RON2 block	Pf growth 96h	CHX counter	Pf growth 48h	LmPK inh	TbPYK inhibitor
CCN1C(=O)N[C@@H](CCc2ccccc2)C(C(=O)OC)=C1C	.	-2%	.	.	.	-4%[11.5 µM]	-4%
CO[C@H]1[C@@H](OC)CC(OC2OC(CO)C(O)C(O)C2O)/C(=C\C#N)[C@@H]1O (some centres not stated)	41	10%	9%	-2	4%	-2%	-3%
C=C(C)Cn1c(=O)c2c(nc3n2CCCN3CCc2ccccc2)n(C)c1=O	-3	4%	-6%	-2	?	1%	-4%
O=C(NC1CC1)c1cc2cc3ccccc3nc2s1	99*	-3%	13µM*	41*	-21%	-9%	2%
O=C(CNC(=O)Cc1ccccc1)N=Nc1c(O)n(Cc2ccc3c(c2)OCO3)c2ccccc12	-9	-8%	?	0	-7%	3%	8%
O=C1CCN(Cc2ccccc2)S(=O)(=O)c2ccccc21	9&3	-5%	?	-3&-6	?	3%	-9%
CC12CCC(=O)N1C(C(=O)Nc1nc3ccc(S(C)(=O)=O)cc3s1)CS2 (configuration not stated)	10	-16%	7%	-2	14%	-2%	-7%
O=S(=O)(c1ccc2c(c1)OCCO2)N1CCC(n2cnc3cc(F)ccc32)CC1	-7	-13%	8%	-1	?	-2%	0%
COc1ccc(C2=CC(c3ccc(Cl)cc3)n3cnnc3N2)cc1OC (configuration not stated)	12	50%[activator]	.	9	10µM*	5%	3%
Cc1cc(=O)oc2ccc(OC(=O)c3cccc(S(=O)(=O)N4CCOCC4)c3)cc12	1	0%	.	9	46%[activator]	2%	5%
CC(=O)Nc1ccc(NC(=O)CSc2nnc(C)c(=O)[nH]2)cc1	-1	6%	58%[activator]	-4	12%	3%	9%
O=S(=O)(NC1CCCc2ccccc21)c1cnc[nH]1 (configuration not stated)	37	16%	8%	6	5%	-15%	-10%
COc1ccc(OC)c(NS(=O)(=O)c2ccc(NC(=O)C3COc4ccccc4O3)cc2)c1 (configuration not stated)	11	-11%	.	-3	?	5%	2%
C=CCn1c2ccccc2c2nnc(SCc3ccc4nonc4c3)nc21	16	2%	-6%	6	?	0%	-2%
Cc1ccccc1NS(=O)(=O)c1cc2c3c(c1)C(C)C(=O)N3CCC2 (configuration not stated)	-2	16%	?	7	-6%	13%	3%
CC12CCC(C(=O)N(CSC(=S)N/N=C\c3ccccc3Cl)C1=O)C2(C)C (configuration not stated)	1	33%[activator]	?	0	?	0%	-6%
Cc1cc(C)cc(NS(=O)(=O)c2ccc(NC(=S)Nc3ccccc3)cc2)c1	-2	-10%	0%	14*	-8%	0%	-3%
CCOC(=O)Nc1ccc2ncn(C)c(=O)c2c1	25	1%	-9%	10	.	14%	1%
CC1CCN(C2CC(=O)N(c3ccccc3)C2=O)CC1 (configuration not stated)	-4	-1%	30%	7	15%	0%	-2%
O=C(Oc1ccc(C(=S)N2CCOCC2)cc1Cl)c1ccccc1F	.	-1%	-3%	-2	-2%	-4%	-12%
O=[N+]([O-])c1cc(Cl)cc(/C=N/n2cnnc2)c1O	-15	-24%	4%	-3	13%	1%	-5%
O=C1CCC(C(=O)N2CCCC(Nc3ccc(F)cc3)C2)=NN1 (configuration not stated)	-13	-6%	7%	8	17%	4%	-4%
CN(CC(=O)Nc1ccccc1Br)C(=O)c1cccn1C	.	79%[activator]	-28%	.	-3%	.	0%
O=C(c1ccc2c(c1)OCO2)C1CCCN(C2CCN(CCc3ccccc3)CC2)C1 (configuration not stated)	-16	6%	3%	-4	2.6µM*	4%	0%
C=C(C)CN=C1SC(C(=O)Nc2sc3c(c2C(=O)OC)CCC3)C(N)=C1C(N)=O (configuration not stated)	-4	58%[activator]	0%	5	?	5%	-10%
C=CCNC(=O)C1CC(=O)N(c2ccc(OCC(=O)Nc3ccc(OC)cc3)cc2)C1 (configuration not stated)	-2	3%	?	-3	18%	1%	.
CCCCCOc1ccccc1C(=O)NCCC(=O)O	6	33%[activator]	4%	-4	?	-3%	8%
CCOC(=O)c1ccc(NC(=O)CSc2nncn2-c2cccnc2)cc1	-6	-6%	?	-4	16%	-2%	-7%
COc1ccc(/C=C2\SC(=NCc3ccccc3)N(Cc3ccccc3)C2=O)cc1OC	9	3%	0%	-2	?	0%	-8%
CN(C)C(=N)c1n[nH]nc1SCc1ccccc1	-3	-3%	162%[activator]	-1	20%	0%	5%
O=C(c1ccc(Cl)cc1)C1CCN(C(=O)N2CCOCC2)CC1	-15	13%	?	-2	-3%	0%	5%
Nc1ccc2c(c1)C(=O)c1ccccc1C2=O	.	-5%	132%[activator]	.	91%[activator]	.	-12%

Bioassay records as filed in PubChem.
